Screens from PubChem.
Menin MLL FP TR – menin-MLL binding inhibition, Texas Red mutant peptide | Potency, µM (doses to about 61.6 µM), without a hit: top-dose FP activity change, negative = inhibition, hits mostly inhibitors | actives 0.23% (n = 270,000) | O00255 | Menin + Texas Red MLL mutant peptide, fluorescence polarization; active means well fitted inhibition curve with a large enough effect in the polarisation, with a control signal flat, not every such curve was filed as active; inconclusive means small, poorly fitted or top-dose-only effect, or effect the other way, or a change in a side signal; inactive means no such curve, though single readings can be large or run the other way; the % refers to the polarisation; further: potency means the concentration at half of the fitted maximal effect; % of control where 0% means no effect; many of its hits are not listed in these tables
S-ASM inh – inhibitors of human secretory acid sphingomyelinase; P17405; placental ASM, HMU-PC fluorogenic substrate, 60 min; Potency, µM (series often up to 57.5 µM), for inactives: at the top dose activity change, negative = inhibition, actives largely listed as inhibitors; actives 0.006% (n = 340,000); AID 504937; further: potency means the concentration at half of the fitted maximal effect
Target sequence (P17405 47-631 limits assumed): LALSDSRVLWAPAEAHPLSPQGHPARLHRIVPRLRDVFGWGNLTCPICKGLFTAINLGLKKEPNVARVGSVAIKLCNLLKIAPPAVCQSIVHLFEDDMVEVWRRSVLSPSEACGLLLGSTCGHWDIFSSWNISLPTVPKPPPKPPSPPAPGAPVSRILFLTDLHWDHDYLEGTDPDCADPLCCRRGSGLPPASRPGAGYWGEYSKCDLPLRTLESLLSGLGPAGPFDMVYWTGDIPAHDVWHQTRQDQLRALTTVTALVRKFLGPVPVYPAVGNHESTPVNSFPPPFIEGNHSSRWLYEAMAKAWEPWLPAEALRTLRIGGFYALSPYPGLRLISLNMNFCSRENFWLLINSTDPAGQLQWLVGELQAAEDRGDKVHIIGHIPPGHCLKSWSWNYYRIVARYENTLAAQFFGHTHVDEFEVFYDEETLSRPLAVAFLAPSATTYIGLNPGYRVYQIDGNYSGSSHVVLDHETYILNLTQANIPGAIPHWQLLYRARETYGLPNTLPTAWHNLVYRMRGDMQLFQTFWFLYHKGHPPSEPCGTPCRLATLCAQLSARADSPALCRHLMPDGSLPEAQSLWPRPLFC
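Steps: dispense placental human ASM, pin compound, wait 10 min at room temperature, add HMU-PC0 substrate at 9 uM final, incubate 60 min at 37 °C, add stop solution raising pH to 10, read fluorescence.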
a7 integrin act – activates integrin-mediated alleviation for muscular dystrophy; Potency, µM (top dose mostly 38.3 µM), for the others: at the top dose activation, actives largely listed as activators; actives 0.064% (n = 350,000); alpha7betagal myoblasts, beta-gal FDG fluorescence, 48 h;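 further: potency means the concentration at half of the fitted maximal effect; 100% = response of the positive control SU9516; nearly all actives have a fitted effect of over 60% in size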
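alpha7betagal+/- myoblasts (passage 13, 250/well) treated 48 h at 37C with compounds at 1:260 dilution of DMSO stock. Lysed, then beta-galactosidase activity read as FDG fluorescence (ex 480/em 540) after 30 min, with pre-read for autofluorescence.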
PTAP TSG101 blk – blocks PTAP/TSG101 interaction to inhibit HIV-1 budding | Q99816 | Fluorescence polarization, FITC-PTAP peptide / Tsg101 binding | Potency, µM (doses to about 115 µM), for inactives: at the top dose activity change, negative = inhibition, usual class: inhibitors | 340,000 tested, under 10 active; active means well fitted inhibition curve with a large enough effect in the main read-out, with a control signal flat, not every such curve was filed as active; inconclusive means small, poorly fitted or top-dose-only effect, or effect the other way, or a change in a side signal; inactive means no such curve, though single readings can be large or run the other way; further: potency means the concentration at half of the fitted maximal effect; % of control where 0% means no effect
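Compounds were pin-transferred onto Tsg101 binding domain (10 uM final) in HEPES pH 7.5 buffer, then FITC-PTAP peptide was added at 50 nM final. After 20 min at RT, polarization reported peptide displacement across a qHTS concentration series.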
TSHR antag – blocks TSH signaling through the human TSH receptor. activity change, negative = inhibition, % at 11.5 µM. actives 0.2% (n = 330,000). TSHR-expressing cells, TSH-stimulated cAMP HTRF, 2 h; active compounds read low. P16473;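 active means activity change below a set negative limit, meaning inhibition stronger than a set level, cut at about -70% in these data; inconclusive means activity change between two set negative limits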; further: on the % scale 0 is the no-effect control and ±100 the full control effect
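Antagonism was scored as loss of TSH-driven cAMP in TSHR cells, stimulated with 4nM TSH (EC80) for 2 hours at 37 deg C and detected by homogeneous HTRF competition immunoassay.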
MBNL1-CUG inh – blocks human MBNL1 binding to CUG repeat RNA; Q9NR56; TR-FRET MBNL1-His/biotin-(CUG)12 binding, 665/545 ratio; Potency, µM (top dose mostly 57.5 µM), inactives show at the highest dose activity change, negative = inhibition, most hits filed as inhibitors; actives 0.036% (n = 280,000); AID 2675; active means well fitted inhibition curve with a large enough effect in the signal ratio, with a control signal flat, not every such curve was filed as active; inconclusive means small, poorly fitted or top-dose-only effect, or effect the other way, or a change in a side signal; inactive means no such curve, though single readings can be large or run the other way; the % refers to the signal ratio; further: potency means the concentration at half of the fitted maximal effect; on the % scale 0 is the no-effect control and ±100 the full control effect
Target sequence (Q9NR56 whole entry, looked up): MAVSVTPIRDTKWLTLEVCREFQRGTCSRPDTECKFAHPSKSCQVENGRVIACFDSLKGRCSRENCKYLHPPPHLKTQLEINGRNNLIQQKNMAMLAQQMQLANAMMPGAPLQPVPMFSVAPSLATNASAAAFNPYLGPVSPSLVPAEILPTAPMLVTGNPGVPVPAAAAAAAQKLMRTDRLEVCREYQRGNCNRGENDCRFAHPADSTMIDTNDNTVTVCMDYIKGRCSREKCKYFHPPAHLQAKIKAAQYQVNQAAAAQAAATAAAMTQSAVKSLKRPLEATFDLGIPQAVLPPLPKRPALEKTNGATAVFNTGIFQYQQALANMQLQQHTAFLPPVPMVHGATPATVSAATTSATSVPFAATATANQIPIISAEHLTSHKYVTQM
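Ratiometric TR-FRET (665 over 545 nm, excitation 340 nm) tracks disruption of MBNL1-His/biotin-(CUG)12 complex after 60 min at room temperature, with compounds at 92 nM to 58 uM final.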
CXXC DNA block – blocks binding of human MLL CXXC domain to DNA | Q03164 | MLL-CXXC / FITC-HOXA9 DNA fluorescence polarization | Potency, µM (top dose mostly 115 µM), for the others: at the highest dose activity change, negative = inhibition, usual class: inhibitors | actives 0.037% (n = 290,000); active means well fitted inhibition curve with a large enough effect in the polarisation, with a control signal flat, not every such curve was filed as active; inconclusive means small, poorly fitted or top-dose-only effect, or effect the other way, or a change in a side signal; inactive means no such curve, though single readings can be large or run the other way; the % refers to the polarisation; further: potency means the concentration at half of the fitted maximal effect
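Fluorescence polarization: 7 uM MLL-CXXC (stock) preincubated 5 min with compounds, then 50 nM fluorescein-HOX-A9 DNA (stock) added; 30 min ambient. Buffer 50 mM Tris-HCl pH 7.5, 50 mM NaCl, 1 mM DTT, 0.05% BSA.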
TCR activator – activators of T cell receptors. AID 504894. Potency, µM (highest dose often 9.22 µM), without a hit: at the top dose activation of IL-2 secretion, hits mostly activators. 330,000 tested, under 10 active. primary human leukocytes, anti-CD3, IL-2 HTRF, 48 h; further: % of control where 0% means no effect
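TCR engagement came from a-CD3 beads alone, with compounds added to primary human leukocytes for 48 hr. Secreted IL-2 bridged europium cryptate- and d2-labelled anti-IL-2 antibodies, giving FRET emission at 665nm after 320nm excitation.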
Mito fusion yeast – inhibitors of mitochondrial division or activators of mitochondrial fusion. actives 0.23% (n = 320,000). S. cerevisiae fusion-defective mutant growth rescue, CellTiterGlo 48 h. AID 485298. Potency, µM (top dose mostly 46.1 µM), for inactives: at the highest dose growth rescue (activation), usual class: activators;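 further: potency means the concentration at half of the fitted maximal effect; % of control where 0% means no effect; nearly all actives have a fitted effect of over 45% in size; temperature-sensitive fusion mutants such as fzo1-1 at 37 °C on non-fermentable ethanol glycerol medium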
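S. cerevisiae fusion-defective temperature-sensitive mutants (e.g. fzo1-1, mgm1-5) grown 48 h at 37C in YPEG (ethanol/glycerol non-fermentable) medium with 23 nl compound per well; growth rescue read as CellTiterGlo luminescence.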
A-T KAP1 phos – potential ataxia-telangiectasia treatments restoring KAP-1 phosphorylation; Potency, µM (doses to about 57.5 µM), inactives show at the top dose activation, hits mostly activators; actives 0.19% (n = 320,000); […] A-T fibroblasts, KAP-1 phosphorylation AlphaLISA; neocarzinostatin DNA damage 30 min before lysis; further: potency means the concentration at half of the fitted maximal effect; % of control where 0% means no effect; nearly all actives have a fitted effect of over 45% in size
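hTERT-immortalized A-T patient fibroblasts ([…]), 500 cells/well in OPTI-MEM, 1% FBS, got compounds for 60 min, then NCS for 30 min at 37C. Lysates were then assayed for phospho-KAP-1 by AlphaLISA (anti-pKAP1 donor, anti-KAP1 acceptor beads), 6 hr at 25C.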
Starred values were filed as active, the others as inactive; ? = inconclusive; . = not tested or not shown; [ ] = remark or other dose. Unless noted, the call rests on the fitted dose curve; in most records, active means well fitted curve in the direction sought with a large enough effect; inconclusive means small, poorly fitted or top-dose-only effect, or another doubt; inactive means no such curve, though single readings can be large; an effect the other way counts as inactive or inconclusive. Only part of the results is shown. The share of hits here may be higher or lower than overall.

SMILES	Menin MLL FP TR	S-ASM inh	a7 integrin act	PTAP TSG101 blk	TSHR antag	MBNL1-CUG inh	CXXC DNA block	TCR activator	Mito fusion yeast	A-T KAP1 phos
O=C1C2C(c3ccccc3)C=CC(c3ccccc3)C2C(=O)N1CCO (stereo not drawn)	-10%	-4%	3%	0%	-11	-13%	-4%	.	8%	9%
COc1ccc(/C=N/n2c(-c3ccccc3)n[nH]c2=S)cc1	0%	-1%	?	-3%	-8	11%	-12%	.	-4%	2%
COC(=O)C1CCN(C(=O)c2ccc(OC)c(S(=O)(=O)N3CCCc4ccccc43)c2)CC1	.	0%	-37%	-4%	-10	.	.	1%	.	-12%
COc1cccc(-c2noc(C3CCCN(S(=O)(=O)c4cccc(Cl)c4C)C3)n2)c1 (stereo not drawn)	-1%	-8%	4%[7.66 µM]	0%	-19	2%	-7%	-6%	1%	3%
Cc1cc(Cl)cc(Br)c1OCCCN1C(=O)NC(C)(C)C1=O	15%	2%	-33%	-6%	-2	0%	-15%	-3%	0%	.
Cc1c(NC(=O)c2ccc3c(c2)OCO3)cccc1-c1nc2ccccc2o1	5%	-6%	6%	-3%	-21	-5%	-2%	-26%	9%	7%
Cn1c(N)c(C(=O)COC(=O)c2cc(C(F)(F)F)nc3ccccc23)c(=O)n(C)c1=O	?	.	.	.	-11	27%	0%	.	-2%	17%
COc1ccc(NC(=S)NC2CC3CCC2C3)c(OC)c1 (stereo not drawn)	-7%	1%	7%	1%	-4	5%	46%[activator]	-4%	-25%	-4%
COc1cc(CN2c3ccccc3C(=O)CS2(=O)=O)cc(OC)c1	.	3%	-4%	-4%	-8	.	.	-3%[46.1 µM]	.	-4%
O=C(CSc1ccc2nnc(-c3ccc(F)cc3)n2n1)NCc1ccco1	0%	0%	-17%	0%	-3	70%[activator]	-5%	3%[46.1 µM]	1%	-1%
COc1ccc(NC(=O)C2CCCN(C(=O)Nc3ccc(OC)cc3)C2)cc1 (stereo not drawn)	.	6%	-13%	-1%	-2	-12%	13%	5%	-1%	1%
C/C(=N\NC(=O)c1ccc(Cl)cc1)c1cccnc1	28%	0%	-24%	-15%	3	-1%	-2%	4%	-4%	-6%
NNC(=O)c1cc(C2CC2)nc2ccc(Br)cc12	2%	52%	0%	-16%	1	3%	17%	9%	4%	5%
CCCCN(CCCC)CCNC(=O)CN1C(=O)COc2ccc(S(=O)(=O)N3CCC(C)CC3)cc21	.	-2%	-4%	-2%	-1	-6%	1%	5%	-2%	0%
CCOc1ccc2oc(C(=O)Nc3nccs3)c(C)c2c1	.	6%	-43%[inhibitor]	0%	.	.	.	-1%	.	20%
O=c1cc[nH]c2c(Cl)cccc12	-29%	2%	23%	-2%	12	-2%	4%	-4%	3%	-1%
CCC(C)NC(=O)c1cc(-c2ccc3c(c2)OCO3)on1 (stereo not drawn)	-14%	2%	4%	-3%	4	0%	33%[activator]	-6%	-9%	0%
Cc1csc(NC(=O)c2ccc(Cl)cc2[N+](=O)[O-])n1	0%	-2%	10%	-1%	-1	?	5%	2%	-3%	-2%
CCCNC(=O)NC(=O)COC(=O)CC(NC(N)=O)c1ccc(Cl)cc1 (stereo not drawn)	-3%	-1%	12%	0%	-13	0%	13%	-3%[46.1 µM]	10%	.
CCn1nnc2cc(C(=O)Nc3ccc(C(=O)OC(C)C)cc3)ccc21	.	-7%	-5%	0%	-24	.	.	-3%[46.1 µM]	.	6%
CS(=O)(=O)/C(C#N)=C/c1c(-c2ccccc2)nc2n1CCS2	.	14%	5%	?	7	?	4%	4%	2%	-7%
O=C(/C=C/Nc1ccc(OC(F)(F)F)cc1)C(F)(F)F	.	5%	-12%	-4%	5	-6%	-5%	-1%	-1%	1%
Cc1cc(=O)[nH]c(SCC(=O)NC2CCCCC2)n1	.	2%	13%	-13%	.	-6%	21%	-2%	1%	17%
COc1ccc(-c2nnc3sc(COc4ccccc4)nn23)cc1	-11%	?	-11%	-5%	-11	-2%	2%	-3%	5%	4%
Cc1ccc(C(=O)Nc2nc(-c3ccc(F)cc3)cs2)o1	38%[activator]	-2%	-6%	0%	-121*	-5%	14%	-4%	-4%	1%

Entries above shown as hits in TSHR antag.
smiles	Menin MLL FP TR	S-ASM inh	a7 integrin act	PTAP TSG101 blk	TSHR antag	MBNL1-CUG inh	CXXC DNA block	TCR activator	Mito fusion yeast
Cc1ccc(C(=O)Nc2nc(-c3ccc(F)cc3)cs2)o1	38%[activator]	-2%	-6%	0%	-121*	-5%	14%	-4%	-4%

Remaining list, next part.
SMILES	Menin MLL FP TR	S-ASM inh	a7 integrin act	PTAP TSG101 blk	TSHR antag	MBNL1-CUG inh	CXXC DNA block	TCR activator	Mito fusion yeast	A-T KAP1 phos
O=C(COC(=O)c1ccc(Br)o1)Nc1nc2c(F)c(F)c(F)cc2s1	.	3%	11%	-3%	-2	-7%	8%	7%	2%	1%
COc1c(Cl)cnn(-c2ccc(Cl)c(Cl)c2)c1=O	0%	-2%	-10%	0%	-4	28%	1%	5%	0%	-12%
CCOC(=O)CNC(=O)c1ccc2c(c1)OCCO2	2%	5%	22%	1%	12	-5%	-6%	-5%	3%	-17%
CCCOc1cccc(-c2cc(C(=O)N/N=C/c3cccnc3)c3ccccc3n2)c1	.	-9%	-29%	0%	-2	-3%	3%	-4%	-4%	5%
Cc1ccc(CNC(=O)COC(=O)COc2ccc(C#N)cc2)cc1	.	6%	0%	-15%	-12	.	.	5%	0%	-12%
CC(C)N(Cc1ccccc1)C(=O)COC(=O)C1CCN(c2ccc(C(F)(F)F)cn2)CC1	.	-7%	-7%	-5%	-14	.	.	2%	3%	7%
O=C(NCc1cccc(Cl)c1)C1CCC(=O)N(CC2CCCCC2)C1 (stereo not drawn)	.	7%	15%	2%	27	-9%	1%	-6%	5%	13%
Nc1ccc(N2CCCCC2)c2nonc12	?	-3%	-10%	1%	21	?	-8%	-5%	2%	23%
CCOc1ccc(/C(C)=N\NC(=O)Cc2ccccc2)cc1	?	1%	-15%	-3%	27	6%	17%	-8%	-9%	8%
O=C(COc1ccc(-n2cnnn2)cc1)Nc1ccccc1Cl	?	2%	?	-2%	11	2%	1%	4%	0%	1%
Cc1ccc(SC(C)C(=O)Nc2ccccc2-c2ccccc2)cc1 (stereo not drawn)	?	-5%	-6%	1%	-12	-7%	-2%	2%[46.1 µM]	9%	20%
COc1ccc2nc(N(CCN(C)C)C(=O)/C=C/c3cccs3)sc2c1	-8%	-6%	0%	-2%	-8	-1%	10%	12%	9%	-1%
O=C(NNS(=O)(=O)c1ccc([N+](=O)[O-])cc1)c1cnn(-c2ccccc2)c1-n1cccc1	6%	-5%	-17%	-2%	-14	?	-1%	0%[46.1 µM]	0%	3%
COc1ccc(C(=O)NCc2nc3ccccc3[nH]2)cc1OC	-7%	-8%	15%	-22%	17	0%	-7%	5%	-4%	14%
CC(C)(C)C(=O)Nc1nc(-c2ccccc2)ns1	26%	-3%	21%	-14%	-22	12%	0%	-1%[46.1 µM]	15%	.
O=C(COC(=O)c1ccc(Cl)nc1)Nc1nnc(-c2ccccc2)o1	.	0%	15%	1%	.	.	.	7%	5%	-7%
COc1cccc2cc(C(=O)OCC(=O)NCc3ccc4c(c3)OCO4)c(=O)oc12	.	-1%	2%	1%	-2	21%	-7%	5%	0%	1%
CC(C)Sc1nnc([C@H](C)NC(=O)OC(C)(C)C)o1	5%	3%	15%	-8%	-10	0%	-4%	5%	5%	7%
CC1=NOC(=O)/C1=C\c1ccc2c(c1)OCO2	-1%	2%	23%	-6%	6	5%	2%	-2%	-4%	-16%
Cc1c(Nc2nc(-c3cccc([N+](=O)[O-])c3)cs2)c(=O)n(-c2ccccc2)n1C	4%	-2%	-8%	-2%	-5	?	2%	1%	6%	-1%
O=C(NN1C(=O)c2ccccc2NC1c1ccoc1)c1ccccc1 (stereo not drawn)	2%	26%	3%	-5%	7	-1%	10%	-4%	23%	-1%
COc1ccc(N(CC(=O)NC(C)c2ccccc2)S(=O)(=O)c2ccc(C)cc2)cc1 (stereo not drawn)	?	0%	-32%	-1%	-5	2%	7%	3%	-7%	-1%
CC(C)NS(=O)(=O)c1ccc(OCC(=O)Nc2ccc3c(c2)OCO3)c(Cl)c1	?	-9%	-4%	-6%	-7	-6%	1%	1%	0%	1%
CCOc1ccc(OCCCN(C)C)cc1	10%	0%	3%	-4%	9	-6%	-1%	-4%	2%	-1%
